# From PubChem BioAssay
# PTHR1 ag = qHTS for PTHR1 Agonists: Primary Screen; Parathyroid hormone/parathyroid hormone-related peptide receptor (Homo sapiens), Q03431; HEK293 GP2 PTHR1 cells, GloSensor cAMP luminescence, 1 h; Potency, µM (highest dose often 115 µM), for inactives: top-dose activation, most hits filed as activators; 410,000 compounds, 0.075% hits; AID 743266, 2014; also: potency is read from the fitted curve at half-maximal effect; nearly all actives have a fitted effect of over 55% in size; some results filed as inactive show a strong effect at the top dose; inactives centre near -15; many of its hits are not listed in these tables
#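 HEK-293-derived GP2 cells expressing PTHR1 and a GloSensor cAMP reporter, 3,000/well, plated overnight, given luciferin plus IBMX (each 0.5 mM as added) for 1 h at 37 °C, then compound for 1 h at 37 °C. Luminescence was read after 15 min at room temperature.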
# HEK293 tox = qHTS of GLP-1 Receptor Inverse Agonists: Cytotox Screen. 410,000 compounds, 0.13% hits. Potency, µM (top dose mostly 38.3 µM), without a hit: at the top dose activity change, negative = inhibition, hits mostly inhibitors. AID 624418, 2012. HEK293 cAMP-luciferase reporter cells, luminescence, 24 h;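 also: loss of luciferase light is scored as toxicity; potency is read from the fitted curve at half-maximal effect; % is scaled to controls: 0 for no effect and ±100 for the full control effect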
#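 Compound-treated cells are incubated 24 hr at 37 deg C under 5% CO2 after a 12 hour attachment period, then luciferase detection reagent is added and luminescence is measured following 12 min at room temperature; lowered signal indicates toxicity.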
# PI5P4K alpha inh = qHTS for Inhibitors of phosphatidylinositol 5-phosphate 4-kinase (PI5P4K); max response, %; PI5P4Kalpha enzyme, ADP-Glo luminescence, 60 min; hits give low values; Phosphatidylinositol 5-phosphate 4-kinase type-2 alpha (Homo sapiens), P48426; 330,000 compounds, 1.2% hits; active = max response of -50% or lower; inconclusive = between -30% and -50%; inactive = -30% or higher; also: value at the top dose of about 77 µM; % is scaled to controls: 0 for no effect and ±100 for the full control effect
# Target sequence (P48426 whole entry, looked up): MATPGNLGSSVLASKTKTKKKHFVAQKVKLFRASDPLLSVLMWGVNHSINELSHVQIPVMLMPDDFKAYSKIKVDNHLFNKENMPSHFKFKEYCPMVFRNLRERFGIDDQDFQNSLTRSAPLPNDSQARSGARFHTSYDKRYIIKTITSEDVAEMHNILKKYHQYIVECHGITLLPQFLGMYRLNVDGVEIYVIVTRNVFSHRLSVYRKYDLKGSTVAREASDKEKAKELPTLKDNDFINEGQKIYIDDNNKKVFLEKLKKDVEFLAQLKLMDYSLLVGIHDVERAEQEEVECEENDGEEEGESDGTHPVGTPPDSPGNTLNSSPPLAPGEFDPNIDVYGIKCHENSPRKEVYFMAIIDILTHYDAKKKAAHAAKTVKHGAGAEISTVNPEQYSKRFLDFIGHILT
#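 Compounds were pin-transferred onto PI5P4Kalpha and substrate in HEPES pH 7.4 buffer with EGTA, CHAPS and 5% DMSO. ATP (5 microM final) started the reaction, which ran 60 minutes at room temperature before ADP-Glo detection.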
# IL-2 act = qHTS of IL-2 Activators; IL-2 activation reporter assay, cell-based qHTS; stimulated with anti-CD3/CD4/CD28 beads; in transgenic mouse T cells; activation, % (series mostly up to about 46 µM); 360,000 compounds, 0.065% hits; in the data active = activation above about 50%; inconclusive = mostly about 30% to 49%; also: 0% is about no effect
#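 Readout: EGFP and DsRed signals by fluorescent plate cytometry. Unstimulated transgenic mouse T cells received compound 60 min before antibody-bead stimulation, then incubated 18 h at 37 degrees C.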
# GLP-1R inv ag = qHTS of GLP-1 Receptor Inverse Agonists (Inhibition Mode) | Glucagon-like peptide 1 receptor (Homo sapiens), P43220 | HEK293 GLP-1R CRE-luciferase, luminescence, 24 h; GLP-1R form is constitutively active | Potency, µM (highest dose often 38.3 µM), for the others: at the highest dose activity change, negative = inhibition, most hits filed as inhibitors | 410,000 compounds, 1.6% hits | AID 624417, 2012; also: potency is read from the fitted curve at half-maximal effect; % is scaled to controls: 0 for no effect and ±100 for the full control effect; nearly all actives have a fitted effect of over 55% in size
#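 Constitutively active GLP-1R drives a cAMP-responsive luciferase in stably transfected HEK293 cells; test compounds are added after overnight (12 h) attachment and left 24 hr, and signal loss in luminescence marks inhibition.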
# EPAC1 ag = qHTS for Agonist of cAMP-regulated guanine nucleotide exchange factor 3 (EPAC1): primary screen | Rap guanine nucleotide exchange factor 3 (Homo sapiens), O95398 | EPAC1 agonist qHTS, biochemical assay; response scale: 100% = response to 6.5 mM cAMP | Potency, µM (titrated, usually from 154 µM), for the others: at the highest dose activation, actives largely listed as activators | 360,000 compounds, 0.073% hits | AID 720707, 2013; also: potency is read from the fitted curve at half-maximal effect; nearly all actives have a fitted effect of over 60% in size
#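 Fluorescent GDP-exchange assay: 100 nM EPAC1 with 250 nM Rap1B preloaded with BODIPY-GDP and 50 uM GDP; compounds tested as concentration series, 5 min at room temperature, then read every 5 min for 30 min (ex 480/em 540 nm); normalized to 6.5 mM cAMP.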
# EPAC1 antagonist = qHTS for Antagonist of cAMP-regulated guanine nucleotide exchange factor 3 (EPAC1): primary screen | Rap guanine nucleotide exchange factor 3 (Homo sapiens), O95398 | EPAC1 GEF assay, Rap1b-BODIPY-GDP exchange fluorescence | Potency, µM (titrated, usually from 115 µM), for inactives: at the top dose activity change, negative = inhibition, hits mostly inhibitors | 360,000 compounds, 0.14% hits | AID 720709, 2013;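 also: potency is read from the fitted curve at half-maximal effect; plate controls were vehicle for no effect and positive control for full effect; nearly all actives have a fitted effect of over 50% in size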
# GLP1R ag = qHTS of GLP-1 Receptor Agonists; Glucagon-like peptide 1 receptor (Homo sapiens), P43220; HEK293 GLP-1R CRE-luciferase, luminescence, 4-6 h; cells express a hypersensitive GLP-1R form; Potency, µM (top dose mostly 45.6 µM), inactives show at the top dose activation, hits mostly activators; 380,000 compounds, 0.007% hits; also: potency is read from the fitted curve at half-maximal effect; % of control where 0% means no effect
# PLK1 PBD inh = qHTS for Inhibitors of PLK1-PDB (polo-like kinase 1 - polo-box domain): Primary Screen; Plk1 PBD binding of FITC phosphopeptide, fluorescence polarization; Potency, µM, without a hit: max response, negative = inhibition, actives largely listed as inhibitors; 360,000 compounds, 2.8% hits; also: potency is read from the fitted curve at half-maximal effect; series mostly up to about 57 µM; % is scaled to controls: 0 for no effect and ±100 for the full control effect; nearly all actives have a fitted effect of over 65% in size
# Target sequence (P53350 whole entry, looked up, the tested form may be a part): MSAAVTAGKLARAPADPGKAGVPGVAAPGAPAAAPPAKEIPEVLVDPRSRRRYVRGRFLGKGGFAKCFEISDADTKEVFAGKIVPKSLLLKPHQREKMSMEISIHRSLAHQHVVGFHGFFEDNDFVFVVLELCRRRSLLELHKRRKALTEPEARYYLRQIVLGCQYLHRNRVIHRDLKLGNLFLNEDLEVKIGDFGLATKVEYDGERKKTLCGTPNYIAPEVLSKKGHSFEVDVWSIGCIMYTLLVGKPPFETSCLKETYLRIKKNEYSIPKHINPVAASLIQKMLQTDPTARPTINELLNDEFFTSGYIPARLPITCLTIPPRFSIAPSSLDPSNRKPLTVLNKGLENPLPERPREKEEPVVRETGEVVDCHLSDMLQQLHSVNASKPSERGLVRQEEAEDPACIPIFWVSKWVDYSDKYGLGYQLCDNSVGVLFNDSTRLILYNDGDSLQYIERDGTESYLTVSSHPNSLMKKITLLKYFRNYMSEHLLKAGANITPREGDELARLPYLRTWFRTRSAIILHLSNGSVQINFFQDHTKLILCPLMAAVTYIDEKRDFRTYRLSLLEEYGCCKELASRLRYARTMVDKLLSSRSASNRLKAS
# Starred values were filed as active, the others as inactive; i = inactive; ? = inconclusive; / = no result given; [ ] = dose if it differs, or a comment. Unless noted, calls follow the shape of the dose curve; as a rule, active = well fitted curve in the direction sought with a large enough effect; inconclusive = small, poorly fitted or top-dose-only effect, or another doubt; inactive = no such curve, though single readings can be large; an effect the other way counts as inactive or inconclusive.
SMILES,PTHR1 ag,HEK293 tox,PI5P4K alpha inh,IL-2 act,GLP-1R inv ag,EPAC1 ag,EPAC1 antagonist,GLP1R ag,PLK1 PBD inh
COc1ccc2oc(=O)c(-c3cn4ccc(C)cc4n3)cc2c1,-6%,0%,-11,11,37%[activator],5%,2%,2%,-6%
Cc1cc(O)ccc1NC(=S)NC(=O)c1cncc(Br)c1,i,-12%,?,0.6,?,6%,-1%,-2%,?
CCSc1nnc(NC(=O)CC(C)C)s1,-49%,-2%,-2,0.4,2%,4%,3%,5%,-4%
O=C(Cc1csc(NC(=O)Nc2cccc(Cl)c2)n1)NCc1ccccn1,-34%[inhibitor],?,1,-5.9,?,-5%,-1%,-7%,-5%
O=C(CSc1ccc(Br)cc1)NCC(c1cccs1)N1CCOCC1 (configuration not stated),-32%[inhibitor],-1%,4,-0.1,-16%,41%,-15%,0%,?
O=C1CNC(=S)N1CCc1ccc(Cl)cc1,i,-10%,0,1.3,-14%,-6%,1%,13%,-4%
CSc1ccccc1C(=O)OCC(=O)NCCN1C(=O)CSC1=O,-1%,-7%,4,1.9,-5%,10%,-24%,2%,1%
COc1ccc(N2CCN(c3nc(=S)n(-c4ccccc4)c(C)c3C(C)=O)CC2)cc1,-3%[57.5 µM],20%,/,-1.9,0%,8%,-1%,-2%,-10%
CCOCCCNC(=O)c1c[nH]c2ccc(C)cc2c1=O,-6%,-11%,/,-2.1,0%,-5%,10%,0%,-3%
CC(=O)Nc1ccc(NC(=O)Nc2ccc3c(c2)N(C)C(=O)CS3)cc1,i,7%,-16,-1.5,-2%,8%,1%,-2%,5%

# Nothing new here: four of the compounds above.
SMILES,PTHR1 ag,HEK293 tox,PI5P4K alpha inh,IL-2 act,GLP-1R inv ag,EPAC1 ag,EPAC1 antagonist,GLP1R ag,PLK1 PBD inh
CCSc1nnc(NC(=O)CC(C)C)s1,-49%,-2%,-2,0.4,2%,4%,3%,5%,-4%
O=C(Cc1csc(NC(=O)Nc2cccc(Cl)c2)n1)NCc1ccccn1,-34%[inhibitor],?,1,-5.9,?,-5%,-1%,-7%,-5%
O=C(CSc1ccc(Br)cc1)NCC(c1cccs1)N1CCOCC1 (configuration not stated),-32%[inhibitor],-1%,4,-0.1,-16%,41%,-15%,0%,?
O=C1CNC(=S)N1CCc1ccc(Cl)cc1,i,-10%,0,1.3,-14%,-6%,1%,13%,-4%

# Continued:
SMILES,PTHR1 ag,HEK293 tox,PI5P4K alpha inh,IL-2 act,GLP-1R inv ag,EPAC1 ag,EPAC1 antagonist,GLP1R ag,PLK1 PBD inh
Cc1ccc(O)c(N)c1,-7%,-18%,-1,0.0,1%,-21%,1%,8%,-16%
CC(=O)N1CCN(S(=O)(=O)c2cccc(C(=O)NC3CCCC3)c2)CC1,i,1%,6,-0.5,-8%,12%,-14%,2%,-3%
COc1ccc(/C=C(/C#N)C(=O)Nc2ccccc2C)cc1C(=O)O,i,-12%,0,-2.6,2%,-3%,2%,5%,-3%
CC(C)CCNC(=O)N1CCN(S(=O)(=O)c2ccc3c(ccn3C)c2)CC1,i,-8%,/,/,-10%,/,/,-3%,/
CCOC(=O)c1[nH]c2ccccc2c1NC(=O)CC(C)C,-18%,5%,-3,-1.8,-11%,-8%,-27%,2%,-15%
Nn1c(SCC(=O)Nc2ccc(OC(F)F)cc2)nnc(Cc2ccccc2)c1=O,-18%,-7%,-3,0.0,?,-7%,-14%,9%,6%
CCOC(=O)N1CCN(Cc2nc3cc(NC(=O)c4ccco4)ccc3n2CC)CC1,-16%,-6%,-4,0.3,32%[activator],17%,-2%,-2%,-5%
O=C1NC[C@H](Cc2ccccc2)N(CC2CCN(CCC34CC5CC(CC(C5)C3)C4)CC2)C1=O,3%,-15%,-1,-0.2,?,-11%,-5%,1%,-17%
CCOc1ccc(CCNC(=O)COC(=O)c2ccc[nH]c2=O)cc1OCC,i,-15%,0,0.9,19%,19%,3%,1%,-5%
Cc1ccc([C@@H]2CC=C(C(=O)O)CN2S(=O)(=O)c2ccc(C)cc2)cc1,-23%,-14%,1,0.3,19%,-8%,6%,-5%,4%
CCn1c(C)nc2cc(C(=O)N/N=C/c3cccc(OC)c3O)ccc21,i,4%,0,-0.2,?,7%,-7%,21%,0%
COCCN(C(=O)C1CC1)c1nnc(-c2ccc(C)cc2)s1,-79%[inhibitor],-7%,3,-0.5,?,11%,2%,10%,-7%
COc1ccc(NC(=O)CSc2nc(-c3ccncc3)nn2CC(=O)N2CCCC2)cc1,-18%[57.5 µM],-2%,/,-0.3,7%,0%,-20%,-7%,-4%
CCC(=O)N1CCc2cc(S(=O)(=O)N3CCN(c4ccccn4)CC3)ccc21,-27%,28%,3,-1.6,45%[activator],6%,-11%,6%,1%
CCOCCOc1cccc(C(=O)NC(C)c2ccc3ccccc3c2)c1 (configuration not stated),?,25%,-1,2.2,?,3%,?,-3%,-12%
C=CCNC(=O)C1(c2ccccc2)CC1(Cl)Cl (configuration not stated),-9%,0%,-2,-2.0,-5%,-4%,-4%,0%,-1%
CN(CC(=O)Nc1ccccc1Br)C(=O)COc1ccc2ccccc2c1,-39%[inhibitor],-7%,3,-0.8,?,4%,-11%,21%,-8%
CC(=O)Nc1cccc(-c2nn[nH]n2)c1,i,1%,0,0.3,32%[activator],-8%,22%,-2%,-4%
CCc1ccc(NC(=O)Cn2cc(S(=O)(=O)c3ccc(F)cc3)c(=O)c3cc(OC)ccc32)cc1,-43%[inhibitor],4%,/,/,2%,/,/,1%,/
CCCC(=O)Nc1ccc(Cl)c(NC(=S)NC(=O)c2cc3ccccc3o2)c1,i,-2%[1.53 µM],-8,-0.8,26%,12%,29%,-5%,-6%
Oc1ccc(-c2nc3ccccc3s2)c(O)c1,-20%,6%,20,-0.4,68%[activator],8%,5%,15%,-21%
Cc1cc(C)c(NC(=O)c2ccoc2C)c(C)c1,i,-11%,6,0.0,-17%,-4%,3%,-5%,-7%
CCn1ncc(/C=C/C(=O)NCc2cnn(C)c2C)c1C,-17%,5%,/,-1.5,2%,0%,-15%,-1%,-1%
Cc1nn(C(C)C(=O)NCc2ccc(Cl)cc2)c(=O)c2cc3occc3n12 (configuration not stated),-4%,-19%,5,-2.1,-30%,-1%,12%,-2%,-10%
O=C(NCC1CCOCC1)C1CCC(=O)N(Cc2cccc(C(F)(F)F)c2)C1 (configuration not stated),i,1%,1,-0.5,1%,7%,1%,1%,-19%
COc1cc2c(cc1OC)CN(C(=O)c1ccc(OC)c([N+](=O)[O-])c1)CC2,-23%,-30%,0,-1.8,33%[activator],2%,2%,-1%,1%
CCC(CC)C(=O)Nc1cccc(/C(C)=N/NC(=O)c2ccccc2Cl)c1,i,-15%,8,0.1,-3%,0%,0%,-4%,27µM*
CCOC(=O)c1c(S(=O)(=O)NCC(=O)Nc2cccc(C)c2C)c(C)n(C)c1C,i,-6%,6,-3.0,1%,-2%,14%,2%,-4%
C[C@@H]1CCCCO[C@@H](CN(C)C(=O)c2ccccc2)[C@@H](C)CN([C@H](C)CO)C(=O)c2cc(N(C)C)ccc2O1,-1%,-20%,-8,-1.8,8%,0%,-8%,-3%,-7%
COc1ccc(CCN(Cc2cc3cc(C)cc(C)c3nc2Cl)C(=O)C2CC2)cc1,i,3%,/,-2.2,?,12%,-15%,3%,-2%
CCN(C(=O)COC(=O)COc1ccc(Cl)c(C)c1)C1CCS(=O)(=O)C1 (configuration not stated),-31%[inhibitor],-3%,1,-0.1,6%,10%,10%,23%,3%
COc1ccc(-n2c(=O)c3sc4ccccc4c3n(Cc3ccccc3C)c2=O)cc1OC,i,3%,/,/,6%,/,/,-3%,/
COc1ccc(S(=O)(=O)NCC(=O)N(CC(=O)NCC2CCCO2)c2ccccc2C)cc1 (configuration not stated),11%[57.5 µM],8%,0,-0.6,18%,0%,-13%,-1%,-3%
Nn1c(Cc2ccccc2)nc2cc(Cl)ccc2c1=O,-17%,11%,7,1.1,-14%,10%,7%,0%,-10%
CC(C)CCNC(=S)Nc1ccc2nc3n(c(=O)c2c1)CCCCC3,-10%,-25%,-2,0.4,?,-5%,5%,4%,1%
Cc1ccc(OCC(=O)NCC(=O)Nc2ccc(F)c(F)c2F)c([N+](=O)[O-])n1,i,-4%,6,2.1,2%,-4%,2%,17%,-3%
Clc1ccccc1NN(Cc1ccncc1)c1ccccc1Cl,-31%[inhibitor],?,-9,-4.8,?,-4%,-2%,2%,-4%
CCOC(=O)N1CCN(c2nnc(-c3ccccc3)c3ccccc23)CC1,-35%[inhibitor],-3%,-9,-0.7,?,-1%,-13%,11%,-9%
COc1ncnc2c1ncn2CCCNCC(c1ccccc1)c1ccccc1,-26%,-8%,-4,-4.1,-24%,-16%,12%,7%,-13%
CC(=O)Nc1ccc(S(=O)(=O)NCCC(=O)Nc2ccc(C)c(Cl)c2)cc1,i,10%,-3,-1.6,15%,-5%,3%,0%,-2%
Cn1c(=O)c2cc(S(=O)(=O)NC(C(=O)Nc3cccc(F)c3)c3ccccc3)ccc2n(C)c1=O (configuration not stated),i,-4%,3,0.7,1%,7%,-5%,4%,-10%
Cc1nn(C)cc1/C=C/C(=O)c1ccc(O)cc1,-30%,4%,-21,0.3,61%[activator],-1%,-12%,-2%,9%

# Some of the compounds tested; count on the stated rates, not on these rows.
